Bioassay records deposited in PubChem by several laboratories.
CHRM4 PAM: human M4 muscarinic receptor positive allosteric modulators, primary screen, CHO-K1 cells, Fluo-8 calcium fluorescence. Muscarinic acetylcholine receptor M4 (Homo sapiens), P08173. CHO-K1 hM4/Gqi5, ACh EC20; 0% = ACh EC20, 100% = maximal ACh. activation, % at 3 µM. 360,000 compounds, 0.4% hits. AID 624126, 2012;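 active = activation above its plate's cutoff, the mean activation of sample wells plus 3 SD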; also: some results filed as inactive read as strong as hits
PHOSPHO1 inh: PubChem AID 1565; inhibition, % at 13.3 µM; Phosphoethanolamine/phosphocholine phosphatase (Homo sapiens), Q8TCT1; 290,000 compounds, 1.1% hits; recombinant PHOSPHO1, absorbance phosphatase assay; in the data active = inhibition above about 60%
GalR3 antag: GalR3 antagonists in HEK293 cells, primary screen, cell-based, fluorescence readout; AID 651719, 2012; HEK293 GalR3-CNG cAMP membrane potential fluorescence; galR3 body fused to GalR1 C-terminus; 360,000 compounds, 0.44% hits; Galanin receptor type 3 (Homo sapiens), O60755; inhibition, % at 3 µM;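 active = inhibition above the screen-wide average plus 3 SD, cut at about 13% in these data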;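 also: forskolin and galanin both at EC90 stimulate the cells; cAMP rise reported by CNG channel membrane potential dye signal; 0% = forskolin plus galanin with DMSO and 100% = forskolin alone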
p-CIP stab down: p/CIP-EGFP fusion destabilizers, primary screen, fluorescence, F442A cells; decrease of EGFP signal, % at 10 µM; 16 h; 290,000 compounds, 0.01% hits; Q05BA5; AID 1984, 2009;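 active = EGFP signal decrease of at least 30% at 10 µM or well 3 SD below plate mean, unless failing retest; inactive = the rest, including hits failing retest or dose response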; also: some compounds called inactive have numbers as strong as hits; many of its hits are not listed in these tables
Target sequence (Q05BA5 1-1403): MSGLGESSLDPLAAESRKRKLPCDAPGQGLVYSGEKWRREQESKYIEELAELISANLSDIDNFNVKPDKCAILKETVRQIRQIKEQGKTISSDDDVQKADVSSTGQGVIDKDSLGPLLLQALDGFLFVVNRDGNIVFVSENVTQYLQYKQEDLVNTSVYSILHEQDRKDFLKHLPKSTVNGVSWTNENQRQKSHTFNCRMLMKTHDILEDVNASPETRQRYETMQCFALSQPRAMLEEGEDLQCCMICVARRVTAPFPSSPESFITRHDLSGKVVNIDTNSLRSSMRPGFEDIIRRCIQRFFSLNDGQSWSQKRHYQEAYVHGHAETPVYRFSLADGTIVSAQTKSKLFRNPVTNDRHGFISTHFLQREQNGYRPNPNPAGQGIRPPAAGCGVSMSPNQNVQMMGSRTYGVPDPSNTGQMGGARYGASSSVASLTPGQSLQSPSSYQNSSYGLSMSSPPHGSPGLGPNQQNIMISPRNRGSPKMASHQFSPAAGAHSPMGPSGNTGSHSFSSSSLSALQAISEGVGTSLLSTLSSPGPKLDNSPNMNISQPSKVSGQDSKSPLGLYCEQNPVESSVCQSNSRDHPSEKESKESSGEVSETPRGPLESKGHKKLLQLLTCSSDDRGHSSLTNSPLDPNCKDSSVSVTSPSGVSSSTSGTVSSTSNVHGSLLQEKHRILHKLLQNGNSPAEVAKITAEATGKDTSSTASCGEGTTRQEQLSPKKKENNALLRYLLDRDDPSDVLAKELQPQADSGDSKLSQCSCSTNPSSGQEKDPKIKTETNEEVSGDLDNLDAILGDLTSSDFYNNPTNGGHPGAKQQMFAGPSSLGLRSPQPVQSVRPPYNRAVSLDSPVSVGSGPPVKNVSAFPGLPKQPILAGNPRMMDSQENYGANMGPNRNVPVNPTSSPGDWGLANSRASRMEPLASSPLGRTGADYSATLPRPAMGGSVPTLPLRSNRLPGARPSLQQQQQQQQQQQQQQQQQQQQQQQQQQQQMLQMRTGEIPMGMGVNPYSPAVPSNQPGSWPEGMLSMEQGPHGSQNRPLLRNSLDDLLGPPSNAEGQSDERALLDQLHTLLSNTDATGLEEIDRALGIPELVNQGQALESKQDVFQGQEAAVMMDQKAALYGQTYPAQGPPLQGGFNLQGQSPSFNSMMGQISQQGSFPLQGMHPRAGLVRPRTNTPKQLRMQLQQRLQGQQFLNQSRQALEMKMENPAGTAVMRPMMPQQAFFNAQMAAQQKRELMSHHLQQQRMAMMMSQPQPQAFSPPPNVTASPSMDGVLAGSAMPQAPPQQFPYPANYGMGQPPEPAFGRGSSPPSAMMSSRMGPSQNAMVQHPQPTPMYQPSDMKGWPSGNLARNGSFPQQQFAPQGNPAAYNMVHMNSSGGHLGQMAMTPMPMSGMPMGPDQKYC
MEKK3 PB1 HTS: modulators of MEKK3-MEK5 PB1 binding, primary screen, biochemical, wildtype MEKK3, multiplex bead flow cytometry, Alexa488-MEK5; Mitogen-activated protein kinase kinase kinase 3 (Homo sapiens), Q99759; bead-based flow cytometry, Alexa488-MEK5 binding to MEKK3; actives lie on both sides; 0 = blocked by unlabeled MEK5, 100 = vehicle; binding response (% of control), % at 10 µM; 290,000 compounds, 1.4% hits;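 active = binding response more than 3 SD above or below the average of its plate-row segment, actives on both sides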;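 also: Alexa488 bead fluorescence after subtracting the streptavidin-only scavenger bead signal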
CRFBP-R2 block: antagonists of CRF-BP/CRF-R2 complex, primary screen, cell-based, HEK293, calcium dye fluorescence, uHTS. AID 588475, 2011. inhibition, % at 11.8 µM. CRF-induced calcium fluorescence. 350,000 compounds, 0.59% hits;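 active = inhibition of the ligand-induced calcium signal above about 50% at the single tested concentration, limit read from the data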
IDE act: human IDE activators in live cells, primary screen, fluorescence polarization, HEK cells, FAbeta-B substrate; 340,000 compounds, 0.073% hits; FAbeta-B cleavage; 0% vehicle, 100% cell-free pure enzyme wells; Insulin-degrading enzyme (Homo sapiens), P14735; activation, % at 5.96 µM;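 active = activation above the mean of all tested compounds plus 3 SD, set per screening campaign, cut at about 17% in these data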
IDE cell inh: human IDE inhibitors in live cells, primary screen, fluorescence polarization, HEK cells, FAbetaB substrate; Insulin-degrading enzyme (Homo sapiens), P14735; FAbetaB cleavage; inhibition, % at 5.59 µM; 320,000 compounds, 0.41% hits; AID 434962, 2010;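 active = percent inhibition above the average of all tested compounds plus 3 SD, set per screening campaign, cut at about 16% in these data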;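 also: IDE supplied by intact live HEK cells; FP after avidin binding of uncleaved biotin substrate so inhibition keeps polarization high; 0% = DMSO wells and 100% = 60 µM reference IDE inhibitor Ii1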
CRFBP-R2 agonist: agonists of CRF-BP/CRF-R2 complex, primary screen, cell-based, HEK293, calcium dye fluorescence, uHTS; CRF-binding protein / CRF receptor 2 complex (human); 350,000 compounds, 0.46% hits; calcium dye fluorescence (FLIPR); percent of saturating CRF peptide response; AID 588473, 2011; activation, % at 13.2 µM;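 active = activation of at least 50%, plus an integration ratio under a set limit after plate pattern correction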;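 also: plate controls were neutral control wells without compound for no effect and CRF at EC100 for full effect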
* hit, by the source's call; . = not tested or not shown.

cpd | SMILES | CHRM4 PAM | PHOSPHO1 inh | GalR3 antag | p-CIP stab down | MEKK3 PB1 HTS | CRFBP-R2 block | IDE act | IDE cell inh | CRFBP-R2 agonist
1 | CCN(C(=O)COc1ccccc1C(=O)NCc1ccccc1)C1CCS(=O)(=O)C1 (centres undefined) | 4 | . | -6 | . | . | 7 | 1 | 3 | -0.1
2 | CCC(Cc1ccccc1)NS(=O)(=O)c1ccc2c(c1)NC(=O)C(C)S2 (centres undefined) | -1 | 12 | -8 | -18 | 103 | 6 | 4 | 3 | 0.3
3 | COc1ccccc1C(=O)NCC(=O)Nc1ccccc1 | -1 | -10 | 7 | 2 | 102 | 4 | 1 | -5 | 3.0
4 | Cc1cc(N2C(=O)CC(C(C)c3ccccc3)C2=O)no1 (centres undefined) | -2 | 2 | -1 | -1 | 105 | -14 | -3 | 3 | 0.2
5 | CN(CC(=O)Nc1cccc(F)c1)C(=O)c1cn(-c2ccccc2)nc1-c1ccc(F)cc1 | -3 | . | -7 | . | . | 2 | 4 | -5 | -0.2
6 | CC(=O)N1CCC(N(CCN2CCOCC2)C(=S)Nc2cccc(C)c2C)CC1 | 4 | 2 | 1 | -9 | 106 | -4 | -3 | -1 | 0.7
7 | CCOc1ccccc1C(=O)N1CCN(C(c2ccccc2)c2ccccc2)CC1 | 3 | 18 | -8 | -9 | 97 | 16 | 2 | -3 | -0.6
8 | CN=C(Nc1ccc2c(c1)OCO2)SC1CC(=O)N(c2ccccc2)C1=O (centres undefined) | -8 | -4 | 3 | 0 | 96 | 25 | 4 | 7 | 1.3
9 | COc1ccc(Br)cc1S(=O)(=O)NCCN1CCOCC1 | 3 | 34 | 5 | -1 | 98 | 16 | 1 | 2 | 1.0
10 | Cc1nonc1C(=O)N/N=C/c1ccc(O)c(O)c1 | 11 | -57 | -12 | -14 | 98 | 9 | -1 | 1 | -1.6
11 | COC(=O)CC1c2ccccc2S(=O)(=O)N1Cc1ccccc1 (centres undefined) | 3 | 27 | -2 | -7 | 90 | 7 | 3 | 2 | -1.0
12 | O=C(O)C1CCCCC1C(=O)NCCC(c1ccccc1)c1ccccc1 (centres undefined) | 9 | 49 | -1 | 2 | 104 | -22 | -1 | -1 | 0.8
13 | Cc1cc(Cl)c2oc(C(=O)N3CCN(C(=O)c4ccco4)CC3)c(C)c2c1 | 8 | 18 | 4 | -1 | 102 | -6 | 2 | -1 | 0.2
14 | COc1ccc(CN(CCNC(=O)CCCCC(=O)NCCN(Cc2ccc(OC)cc2)C(C)C)C(C)C)cc1 | -63 | . | -1 | . | . | -10 | 0 | -1 | 2.5
15 | Cc1c(O)c(C)c2c(c1O)C(=O)C[C@@H](c1ccccc1)O2 | 1 | . | -6 | . | . | -4 | -2 | -4 | -1.6
16 | CC1CCCN(C(=O)CN2C(=O)C(C)Oc3ccccc32)C1 (centres undefined) | -5 | 3 | -9 | -5 | 99 | -1 | 4 | -2 | 0.0
17 | C=CCN1CCN(C(c2ccccc2OC)c2nnnn2C(C)(C)C)CC1 (centres undefined) | 0 | -3 | -5 | -1 | 91 | -4 | 2 | 2 | -2.5
18 | COc1ccc2c(c1)[nH]c1c(=O)n(CCc3cnc[nH]3)cnc12 | 2 | -39 | -1 | 8 | 95 | 23 | 0 | 5 | 0.1
19 | COC(=O)c1cccc(COC(=O)c2ccccc2NC(=O)c2ccco2)c1 | -3 | 3 | 0 | -8 | 102 | -17 | 5 | 6 | 6.5
20 | Cc1ccc(NS(=O)(=O)c2csc(C(N)=O)c2)cc1C | -4 | 26 | -11 | -23 | 104 | 2 | 0 | 5 | -1.8
21 | Cc1ccc(S(=O)(=O)NC(C(=O)OCC(=O)NC2CCS(=O)(=O)C2)C(C)C)cc1 (centres undefined) | 15 | 13 | -4 | -16 | 100 | 5 | 1 | 0 | -1.4
22 | COC(=O)CC1C(=O)NCCN1C(=O)Nc1cccc(Cl)c1 (centres undefined) | 11 | 29 | -4 | -21 | 99 | 0 | -4 | 8 | -1.4
23 | CSc1nc(=S)n(-c2cc(C)ccc2C)c(C)c1C(C)=O | -6 | 20 | -5 | 2 | 106 | -14 | 5 | 1 | 3.5
24 | CCOC(=O)N1CCC(N2Cc3cccc(C(=O)NCc4ccccn4)c3C2=O)CC1 | -16 | -4 | . | -24 | 107 | -11 | 4 | 0 | -0.9
25 | CC(=O)NCCn1c(SCC(=O)NCCc2ccc(S(N)(=O)=O)cc2)nc2ccccc2c1=O | -2 | 27 | 4 | -27 | 102 | 5 | 2 | 9 | 1.4

Part of the list above, with values under each structure:
Values run as follows: CHRM4 PAM	PHOSPHO1 inh	GalR3 antag	p-CIP stab down	MEKK3 PB1 HTS	CRFBP-R2 block	IDE act	IDE cell inh	CRFBP-R2 agonist
9	COc1ccc(Br)cc1S(=O)(=O)NCCN1CCOCC1
    3	34	5	-1	98	16	1	2	1.0
10	Cc1nonc1C(=O)N/N=C/c1ccc(O)c(O)c1
    11	-57	-12	-14	98	9	-1	1	-1.6

(list continues)
cpd | SMILES | CHRM4 PAM | PHOSPHO1 inh | GalR3 antag | p-CIP stab down | MEKK3 PB1 HTS | CRFBP-R2 block | IDE act | IDE cell inh | CRFBP-R2 agonist
26 | COc1ccccc1CNC(=O)c1cccc(S(=O)(=O)N(C)c2ccccc2)c1 | -4 | . | 0 | . | . | -5 | 3 | 0 | 5.4
27 | O=S(=O)(c1ccccc1)c1ccc(C(F)(F)F)cn1 | 1 | 32 | -5 | 5 | 56 | 0 | 1 | 2 | -1.4
28 | Cc1nnc(NCCc2ccccc2)c2ccccc12 | -7 | 4 | -6 | 2 | 99 | 18 | 2 | 6 | -1.0
29 | Cc1cc(C(=O)NCc2ccccc2Cl)c2ccccc2n1 | -11 | 3 | -1 | -13 | 99 | 50 | -2 | 7 | -1.0
30 | COc1ccc(C(=O)NCc2nnc(SCC(=O)NCc3ccco3)o2)cc1OC | 1 | 17 | 1 | 8 | 100 | 10 | 9 | 4 | -0.9
31 | Cc1ccc(S(=O)(=O)CC(O)CN2CCCC2=O)cc1 (centres undefined) | 0 | 28 | -1 | -16 | 100 | 6 | 4 | 0 | 3.0
32 | O=C(O)c1cc(-c2cccc3ccccc23)nc2ccccc12 | 8 | 40 | -6 | -10 | 99 | 5 | 2 | 0 | -0.2
33 | CCn1c(SCC(=O)N2CCCc3ccccc32)nc2c(c1=O)SC(C)C2 (centres undefined) | -2 | 40 | . | -11 | 97 | -13 | -8 | 3 | -4.4
34 | CC1CC(C)(C)NC2(CCCC2)N1 (centres undefined) | -1 | . | -8 | . | . | 3 | 6 | . | 0.3
35 | CCCN1CCC(NC(=O)c2cccc(Oc3ccccc3)c2)CC1 | 6 | 30 | -3 | -8 | 104 | -1 | 2 | -5 | -3.0
36 | O=C1CN(c2ccccc2F)C(=O)CN1c1ccccc1F | 5 | -6 | -2 | -8 | 103 | -3 | 2 | 4 | -0.1
37 | CN(C(=O)c1cccc(NC(=O)Cc2ccc(NC(=O)C3CCCN(C(=O)c4ccccc4)C3)cc2)c1)C1CCCC1 (centres undefined) | 4 | . | 1 | . | . | 0 | 5 | . | -0.7
38 | CCCOC(=O)c1c(NC(=O)CCC(=O)O)sc2c1CCCCC2 | 4 | -4 | -6 | -2 | 103 | -6 | 3 | 1 | -2.1
39 | CCOC(=O)C1=NN(C(=O)Nc2ccc(OC)cc2)C2C(=O)N(c3cccc(C(F)(F)F)c3)C(=O)C12 (centres undefined) | 5 | 18 | -1 | 6 | 107 | -10 | 4 | -8 | -0.2
40 | CC1(C)Nc2ccc(O)cc2-c2c1ssc2=S | 1 | 21 | 0 | -11 | 106 | 10 | 0 | -9 | -2.6
41 | Cc1ccc(NC(=O)CC2SC3=NCCCN3C2=O)c(C)c1 (centres undefined) | -2 | 3 | 2 | -14 | 101 | -17 | -5 | -2 | 11
42 | NS(=O)(=O)c1ccc(CCNC(=O)/C=C/c2ccccc2[N+](=O)[O-])cc1 | -6 | -50 | -2 | 2 | 99 | -5 | 4 | 1 | -1.1
43 | Cc1cc(CNC(=O)C2(C(F)(F)F)C/C(=C\Cc3ccccc3)CCCO2)nn1C (centres undefined) | 7 | . | -5 | . | 106 | -11 | 6 | 2 | -0.3
44 | COc1cc(C=NCC2OCCc3ccccc32)cc(OC)c1 (centres undefined) | -12 | -9 | 2 | 1 | 93 | -9 | 0 | -1 | -0.6
45 | COc1cc(C(=O)OCC(=O)N2c3ccccc3NC(=O)C2(C)C)ccc1OCC(C)C | -10 | . | -2 | . | . | -7 | 6 | -4 | 2.0

Compounds shown so far with four or more nitrogen atoms, in the order listed:
cpd | SMILES | CHRM4 PAM | PHOSPHO1 inh | GalR3 antag | p-CIP stab down | MEKK3 PB1 HTS | CRFBP-R2 block | IDE act | IDE cell inh | CRFBP-R2 agonist
5 | CN(CC(=O)Nc1cccc(F)c1)C(=O)c1cn(-c2ccccc2)nc1-c1ccc(F)cc1 | -3 | . | -7 | . | . | 2 | 4 | -5 | -0.2
6 | CC(=O)N1CCC(N(CCN2CCOCC2)C(=S)Nc2cccc(C)c2C)CC1 | 4 | 2 | 1 | -9 | 106 | -4 | -3 | -1 | 0.7
10 | Cc1nonc1C(=O)N/N=C/c1ccc(O)c(O)c1 | 11 | -57 | -12 | -14 | 98 | 9 | -1 | 1 | -1.6
14 | COc1ccc(CN(CCNC(=O)CCCCC(=O)NCCN(Cc2ccc(OC)cc2)C(C)C)C(C)C)cc1 | -63 | . | -1 | . | . | -10 | 0 | -1 | 2.5
17 | C=CCN1CCN(C(c2ccccc2OC)c2nnnn2C(C)(C)C)CC1 (centres undefined) | 0 | -3 | -5 | -1 | 91 | -4 | 2 | 2 | -2.5
18 | COc1ccc2c(c1)[nH]c1c(=O)n(CCc3cnc[nH]3)cnc12 | 2 | -39 | -1 | 8 | 95 | 23 | 0 | 5 | 0.1
24 | CCOC(=O)N1CCC(N2Cc3cccc(C(=O)NCc4ccccn4)c3C2=O)CC1 | -16 | -4 | . | -24 | 107 | -11 | 4 | 0 | -0.9
25 | CC(=O)NCCn1c(SCC(=O)NCCc2ccc(S(N)(=O)=O)cc2)nc2ccccc2c1=O | -2 | 27 | 4 | -27 | 102 | 5 | 2 | 9 | 1.4
30 | COc1ccc(C(=O)NCc2nnc(SCC(=O)NCc3ccco3)o2)cc1OC | 1 | 17 | 1 | 8 | 100 | 10 | 9 | 4 | -0.9
37 | CN(C(=O)c1cccc(NC(=O)Cc2ccc(NC(=O)C3CCCN(C(=O)c4ccccc4)C3)cc2)c1)C1CCCC1 (centres undefined) | 4 | . | 1 | . | . | 0 | 5 | . | -0.7
39 | CCOC(=O)C1=NN(C(=O)Nc2ccc(OC)cc2)C2C(=O)N(c3cccc(C(F)(F)F)c3)C(=O)C12 (centres undefined) | 5 | 18 | -1 | 6 | 107 | -10 | 4 | -8 | -0.2

As entered above:
#3 | CRFBP-R2 agonist = 3.0
#37 | GalR3 antag = 1
